Source: PubChem BioAssay
TLR9-MyD88 block: blocks human TLR9 binding to MyD88. Q9NR96+Q99836. CHO BLA complementation TLR9-MyD88, CCF4 FRET ratio. inhibition, % at 4.98 µM. actives 0.21% (n = 340,000);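 active = inhibition above the mean over all tested compounds plus 3 SD, cut at about 21% in these data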;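 note: 0% = DMSO only wells and 100% = clavulanate BLA inhibitor control wells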
NCOA2 inhibitor: inhibits human steroid receptor coactivator 2 | HEK293 GAL4-SRC2 luciferase reporter, luminescence | actives 0.17% (n = 370,000) | inhibition, % at 9 µM | Q15596 | AID 651957;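 active = inhibition above the mean inhibition of all tested compounds plus 3 SD, set per campaign, cut at about 52% in these data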;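 note: 0% = DMSO treated cells and 100% = cells given Gossypol at 36 µM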
NOD2-RIPK2 inh: inhibitors of human NOD2-RIPK2 interaction. O43353. CHO BLA complementation NOD2-RIPK2, CCF4 ratio. inhibition, % at 4.98 µM. actives 0.38% (n = 360,000); in the data active = inhibition above about 21%;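 note: 0% = vehicle only and 100% = reference blocker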
NR2F2 inh: blocks human COUP-TFII nuclear receptor. P24468. HEK293T NGFI-A luciferase reporter, luminescence. inhibition, % at 8.6 µM. actives 0.7% (n = 370,000). AID 686940;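 active = inhibition above a per-plate cutoff, mean inhibition of test wells between control levels plus 3 SD, cut at about 38% in these data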;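 note: cells cotransfected with COUP-TFII expression vector driving the NGFI-A reporter; 0% = median of COUP-TF2 test wells and 100% = reporter-only cells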
LMP1 NFkB inh: Epstein-Barr LMP1 NF-kappaB reporter inhibition. LMP1-induced NF-kappaB luciferase reporter cells, luminescence. inhibition, % at 12.5 µM. actives 0.69% (n = 350,000); in the data active = inhibition above about 41%;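 note: 0% = neutral control wells and 100% = reference inhibitor control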
NR5A2 inv ag: NR5A2 inverse agonism in reporter assay. actives 0.13% (n = 360,000). O00482. inhibition, % at 3.6 µM. HEK293T StAR-luciferase reporter, LRH-1 transfected, 24 h;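 active = inhibition above the mean inhibition of all tested compounds plus 3 SD, cut at about 73% in these data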;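 note: 0% = DMSO wells and 100% = reporter-only cells lacking LRH-1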
MC4R ag barr: agonists of human melanocortin 4 receptor (MC4R) beta-arrestin; actives 0.98% (n = 360,000); U2OS MC4R beta-arrestin complementation, luminescence; percent of melanotan II response, DMSO zero; activation, % at 8.9 µM; P32245;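 active = activation above a per-plate cutoff, the mean activation of sample wells on that plate plus 3 SD, cut at about 8% in these data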
MC4R antag cAMP: antagonists of human melanocortin 4 receptor (MC4R); MC4R-expressing cells, MTII-stimulated cAMP, LANCE TR-FRET; actives 0.48% (n = 360,000); inhibition, % at 6.5 µM; P32245;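 active = inhibition above its plate's cutoff, the mean of tested wells on that plate plus 3 SD, cut at about 29% in these data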;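 note: 0% = Melanotan II alone and 100% = Melanotan II plus saturating MCL0020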
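Assay system: human MC4R-expressing U2OS cells; reagent: Melanotan II stimulation of cells; dosing: 6.5 µM single dose; timing: compound 30 min, challenge 1 h, detection 1 h; signal: TR-FRET cAMP assay; replicates: one well per compound, no replicates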
SRC1 inh: inhibits human SRC1 coactivator; HEK293 GAL4-SRC1 luciferase reporter, luminescence; AID 588354; inhibition, % at 3.6 µM; Q15788; actives 0.12% (n = 360,000);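 active = inhibition above the campaign mean plus 3 SD, with each screening campaign given its own cutoff, cut at about 60% in these data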;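 note: 0% = DMSO treated cells and 100% = gossypol at 36 µM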
ABHD5 PLIN5 PPI: inhibitors of human ABHD5-perilipin-5 interaction; Split G. princeps luciferase complementation, luminescence, 4 h; inhibition, % at 4 µM; AID 602281; actives 0.78% (n = 360,000);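 active = inhibition above the mean inhibition across every tested compound plus 3 SD, cut at about 22% in these data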;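 note: 0% = DMSO only wells and the 100% control is not disclosed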
SRC3 inh: inhibits human SRC3 coactivator | Q9Y6Q9 | HEK293 GAL4-SRC3 luciferase reporter, luminescence | inhibition, % at 3.6 µM | actives 0.17% (n = 360,000) | AID 588352;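 active = inhibition above a per-campaign cutoff, the mean of all compounds plus 3 SD, cut at about 60% in these data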;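 note: 0% = DMSO-treated cells and 100% = gossypol-treated cells at 36 µM; higher means less SRC3-driven luciferase light from the GAL4 reporter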
Target sequence (Q9Y6Q9 whole entry, looked up, the tested form may be a part): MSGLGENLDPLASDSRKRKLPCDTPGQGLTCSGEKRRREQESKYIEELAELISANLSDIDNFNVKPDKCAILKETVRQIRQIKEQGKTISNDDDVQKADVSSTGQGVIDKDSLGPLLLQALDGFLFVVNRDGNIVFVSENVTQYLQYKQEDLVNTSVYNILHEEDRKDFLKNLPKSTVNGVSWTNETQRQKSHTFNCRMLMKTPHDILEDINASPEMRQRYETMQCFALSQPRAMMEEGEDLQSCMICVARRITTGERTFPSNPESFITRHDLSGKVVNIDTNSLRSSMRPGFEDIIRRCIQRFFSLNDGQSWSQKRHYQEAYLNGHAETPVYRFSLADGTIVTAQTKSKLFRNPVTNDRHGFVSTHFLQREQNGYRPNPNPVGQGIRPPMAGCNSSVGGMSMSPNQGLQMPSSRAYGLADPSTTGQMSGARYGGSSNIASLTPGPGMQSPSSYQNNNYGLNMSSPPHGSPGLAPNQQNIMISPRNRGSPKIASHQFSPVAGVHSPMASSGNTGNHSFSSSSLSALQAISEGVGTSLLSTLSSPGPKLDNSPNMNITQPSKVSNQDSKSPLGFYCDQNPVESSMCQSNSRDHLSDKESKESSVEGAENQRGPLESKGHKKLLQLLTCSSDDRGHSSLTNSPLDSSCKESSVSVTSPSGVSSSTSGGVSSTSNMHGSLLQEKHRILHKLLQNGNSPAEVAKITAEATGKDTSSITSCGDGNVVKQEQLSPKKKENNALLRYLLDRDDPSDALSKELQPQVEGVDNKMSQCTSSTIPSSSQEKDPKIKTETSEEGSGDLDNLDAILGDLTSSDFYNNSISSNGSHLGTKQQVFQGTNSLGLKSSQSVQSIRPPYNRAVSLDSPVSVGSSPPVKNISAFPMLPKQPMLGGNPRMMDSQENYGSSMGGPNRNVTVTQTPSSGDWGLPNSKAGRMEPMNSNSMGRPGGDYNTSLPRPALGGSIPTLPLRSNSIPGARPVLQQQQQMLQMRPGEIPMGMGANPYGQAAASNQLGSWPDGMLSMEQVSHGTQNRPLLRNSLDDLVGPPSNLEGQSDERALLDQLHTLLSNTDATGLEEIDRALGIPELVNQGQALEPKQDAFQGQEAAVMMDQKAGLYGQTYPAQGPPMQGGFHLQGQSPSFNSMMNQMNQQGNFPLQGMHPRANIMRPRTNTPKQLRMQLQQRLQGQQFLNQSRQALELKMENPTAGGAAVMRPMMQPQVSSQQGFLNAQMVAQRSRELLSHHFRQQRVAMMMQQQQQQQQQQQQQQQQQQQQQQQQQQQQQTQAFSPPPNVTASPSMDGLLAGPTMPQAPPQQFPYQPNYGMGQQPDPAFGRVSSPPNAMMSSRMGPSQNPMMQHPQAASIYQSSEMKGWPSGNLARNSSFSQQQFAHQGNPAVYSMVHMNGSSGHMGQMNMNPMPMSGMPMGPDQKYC
* hit, by the source's call.

(1) CCOC(=O)Cn1nnnc1CN(Cc1ccccc1)Cc1cc2cc(CC)ccc2[nH]c1=O
(2) CC(/C=N/NC(=O)c1sc(N)nc1C)=C\c1ccccc1
(3) CCn1nc(C(=O)Nc2ccc(S(=O)(=O)Nc3ncccn3)cc2)c2ccccc2c1=O
(4) O=C(CSC1=NS(=O)(=O)c2cc(Cl)ccc2N1)NCc1ccc(F)cc1
(5) O=C(NCCN1CCOCC1)c1ccc(CS(=O)(=O)Cc2ccccc2F)o1
(6) CCOC(=O)c1ccc(NC(=O)C2CC(O)CN2S(=O)(=O)c2ccc(C)cc2)cc1 (stereo not given)
(7) COc1ccccc1Nc1nc(-c2c(C)[nH]c3ccccc23)cs1
(8) CCSc1nnc(NC(=O)CSc2nc(CC)nc3c2c(=O)n(C)c(=O)n3C)s1

Compound	1	2	3	4	5	6	7	8
TLR9-MyD88 block	-23	2	-9	2	1	9	6	-2
NCOA2 inhibitor	-14	-54	10	-11	3	-14	-2	-12
NOD2-RIPK2 inh	-8	-7	2	-7	2	-4	-5	-7
NR2F2 inh	13	-25	21	14	-13	9	-4	7
LMP1 NFkB inh	-14	3	1	-9	37	0	-23	4
NR5A2 inv ag	-6	-129	-8	9	7	1	13	-19
MC4R ag barr	2.5	-2.0	3.2	-6.1	-0.8	-1.3	1.3	1.3
MC4R antag cAMP	30*	16	3	6	8	4	7	8
SRC1 inh	4	-70	-12	5	12	-5	-23	-1
ABHD5 PLIN5 PPI	0	-1	2	5	-4	1	-17	3
SRC3 inh	-7	-78	10	-2	5	6	3	-1

(9) O=C(Cn1cnc2c(NCc3ccccc3)ncnc21)NCCN1CCOCC1
(10) CCOc1ccccc1-c1nc2c([nH]1)c(=O)n(C)c(=O)n2C
(11) CC(C)(C)N=C1SCC(C)(/C=N/O)S1 (stereo not given)
(12) Nc1cc(OC(=O)c2cccs2)nn1S(=O)(=O)c1ccccc1
(13) Cc1cc(-c2csc(NC(=O)c3cccc(S(=O)(=O)N(C)C)c3)n2)c(C)n1-c1ccccc1
(14) COc1ccc(CNC(=O)/C=C/c2ccc(OCCCF)cc2)cc1OC
(15) CC(Sc1nnc(NC2CC2)s1)C(=O)Nc1ccc(S(N)(=O)=O)cc1 (stereo not given)
(16) CCCOCC(O)COc1ccccc1C(=O)N1CCOCC1 (stereo not given)

Compound	9	10	11	12	13	14	15	16
TLR9-MyD88 block	3	-9	-10	-6	8	-5	-7	4
NCOA2 inhibitor	10	-7	-14	-20	14	-23	-8	-18
NOD2-RIPK2 inh	-1	-4	-1	-6	8	-7	-17	9
NR2F2 inh	1	-12	12	4	-11	-9	4	-4
LMP1 NFkB inh	4	5	3	2	2	-1	-5	-7
NR5A2 inv ag	0	20	-47	6	-50	30	17	7
MC4R ag barr	0.3	-1.2	0.8	-1.4	-0.9	-0.8	0.0	-1.4
MC4R antag cAMP	0	-10	5	7	9	-1	6	7
SRC1 inh	-13	-17	4	0	-20	-24	-9	-12
ABHD5 PLIN5 PPI	7	3	-35	2	-4	-3	1	1
SRC3 inh	-17	-8	-7	-4	-4	-7	-1	-33

(17) O=C(CN(CC1CCCO1)C(=O)CNS(=O)(=O)c1ccccc1)NCc1ccccc1 (stereo not given)
(18) Cn1nc(C(C)(C)C)cc1C(=O)NCc1cc(F)cc2c1OCOC2
(19) CCc1ccc(NC(=O)C(C)Sc2nnc(CN3CCCC3)o2)cc1 (stereo not given)
(20) CCn1nc(C(=O)NNC(=O)COc2ccc(OC)cc2)c2ccccc2c1=O
(21) CC(=O)c1sc(N)c(C(=O)OC(C)C)c1C
(22) CCC(C)C(NC(=O)C1CCC(C)CC1)C(=O)NCCCN1CCCCC1CC (stereo not given)
(23) CC(C)Cn1c(=O)[nH]c(=O)c2c(C(F)(F)F)cc(-c3ccccc3)nc21
(24) NC(=O)C1CCN(C(=O)COc2ccc(Nc3ccccc3)cc2)CC1

Compound	17	18	19	20	21	22	23	24
TLR9-MyD88 block	-8	2	-1	-1	7	-12	4	4
NCOA2 inhibitor	1	27	9	-16	-17	-3	-3	3
NOD2-RIPK2 inh	-3	-14	-13	1	-5	2	-7	1
NR2F2 inh	17	63*	0	10	-29	3	-9	2
LMP1 NFkB inh	-1	-1	-29	-3	-6	3	2	0
NR5A2 inv ag	4	38	-15	5	-22	-4	7	-15
MC4R ag barr	-1.0	-0.7	-2.0	-2.1	-1.0	0.6	5.7	-1.3
MC4R antag cAMP	8	8	1	8	-4	23	4	-7
SRC1 inh	1	-1	3	8	-12	1	-22	-19
ABHD5 PLIN5 PPI	-4	-7	-1	5	-3	-8	-2	-4
SRC3 inh	16	26	7	16	-11	12	9	-4

(25) CCOCCCNC(c1ccccc1)c1ccncc1 (stereo not given)
(26) COc1ccc2c(CC(=O)NNC(=O)c3cccs3)coc2c1
(27) COc1cc2nc(=S)n3[nH]c(COc4ccccc4C)nc3c2cc1OC
(28) CCC/C(=N\NC(=O)C1CC1)c1ccc(Br)cc1
(29) CCn1c(=O)c(C(=O)Nc2cccnc2)c(O)c2ccccc21
(30) COc1ccc(NC(=O)CCN(c2ccc(OC)cc2)S(=O)(=O)c2ccc(C)c(C)c2)cc1
(31) O=[N+]([O-])c1ccc(Cl)cc1CN1CCCCCC1
(32) O=C(/C=C/c1cccs1)c1ccc(N2CCOCC2)cc1

Compound	25	26	27	28	29	30	31	32
TLR9-MyD88 block	-3	-2	-3	-9	0	-1	-1	3
NCOA2 inhibitor	-1	-20	-10	-1	12	0	-1	-18
NOD2-RIPK2 inh	2	-6	0	-2	-12	-2	-14	-5
NR2F2 inh	9	11	7	-2	-31	8	0	-30
LMP1 NFkB inh	-7	-3	0	-5	2	1	-29	9
NR5A2 inv ag	12	-13	17	-26	11	5	13	-124
MC4R ag barr	0.0	-1.4	-4.1	-0.9	-0.7	-0.2	-0.9	-0.8
MC4R antag cAMP	13	4	7	2	5	17	2	14
SRC1 inh	-8	-29	9	7	-18	2	7	-73
ABHD5 PLIN5 PPI	3	-5	-3	7	9	4	-3	14
SRC3 inh	14	-18	10	-8	-19	-7	15	-41

Some of these compounds in order of formula weight, smallest number first:
(21) CC(=O)c1sc(N)c(C(=O)OC(C)C)c1C
(31) O=[N+]([O-])c1ccc(Cl)cc1CN1CCCCCC1
(25) CCOCCCNC(c1ccccc1)c1ccncc1 (stereo not given)
(32) O=C(/C=C/c1cccs1)c1ccc(N2CCOCC2)cc1
(29) CCn1c(=O)c(C(=O)Nc2cccnc2)c(O)c2ccccc21
(16) CCCOCC(O)COc1ccccc1C(=O)N1CCOCC1 (stereo not given)
(26) COc1ccc2c(CC(=O)NNC(=O)c3cccs3)coc2c1
(18) Cn1nc(C(C)(C)C)cc1C(=O)NCc1cc(F)cc2c1OCOC2
(24) NC(=O)C1CCN(C(=O)COc2ccc(Nc3ccccc3)cc2)CC1
(27) COc1cc2nc(=S)n3[nH]c(COc4ccccc4C)nc3c2cc1OC

Compound	21	31	25	32	29	16	26	18	24	27
TLR9-MyD88 block	7	-1	-3	3	0	4	-2	2	4	-3
NCOA2 inhibitor	-17	-1	-1	-18	12	-18	-20	27	3	-10
NOD2-RIPK2 inh	-5	-14	2	-5	-12	9	-6	-14	1	0
NR2F2 inh	-29	0	9	-30	-31	-4	11	63*	2	7
LMP1 NFkB inh	-6	-29	-7	9	2	-7	-3	-1	0	0
NR5A2 inv ag	-22	13	12	-124	11	7	-13	38	-15	17
MC4R ag barr	-1.0	-0.9	0.0	-0.8	-0.7	-1.4	-1.4	-0.7	-1.3	-4.1
MC4R antag cAMP	-4	2	13	14	5	7	4	8	-7	7
SRC1 inh	-12	7	-8	-73	-18	-12	-29	-1	-19	9
ABHD5 PLIN5 PPI	-3	-3	3	14	9	1	-5	-7	-4	-3
SRC3 inh	-11	15	14	-41	-19	-33	-18	26	-4	10

(20) CCn1nc(C(=O)NNC(=O)COc2ccc(OC)cc2)c2ccccc2c1=O
(22) CCC(C)C(NC(=O)C1CCC(C)CC1)C(=O)NCCCN1CCCCC1CC (stereo not given)
(17) O=C(CN(CC1CCCO1)C(=O)CNS(=O)(=O)c1ccccc1)NCc1ccccc1 (stereo not given)
(30) COc1ccc(NC(=O)CCN(c2ccc(OC)cc2)S(=O)(=O)c2ccc(C)c(C)c2)cc1

Compound	20	22	17	30
TLR9-MyD88 block	-1	-12	-8	-1
NCOA2 inhibitor	-16	-3	1	0
NOD2-RIPK2 inh	1	2	-3	-2
NR2F2 inh	10	3	17	8
LMP1 NFkB inh	-3	3	-1	1
NR5A2 inv ag	5	-4	4	5
MC4R ag barr	-2.1	0.6	-1.0	-0.2
MC4R antag cAMP	8	23	8	17
SRC1 inh	8	1	1	2
ABHD5 PLIN5 PPI	5	-8	-4	4
SRC3 inh	16	12	16	-7

Additional records follow.
(33) Cc1cccc(Oc2ccc(Cl)cc2N)c1
(34) CCOc1ccc(C)cc1S(=O)(=O)n1nc(C)cc1C
(35) Cc1ccc(NC(=O)Nc2cccc(C(F)(F)F)c2)nc1
(36) CCc1ccc(NC(=O)C(=O)NCc2ccccn2)cc1
(37) O=C(O)c1c(Cl)c(Cl)c(Cl)c(Cl)c1C(=O)N1CCCCCC1
(38) CC(=O)Nc1ccc(NC(=O)C(C)OC(=O)CNC(=O)c2cccs2)cc1 (stereo not given)
(39) Clc1ccccc1CN1CCN(CCCc2ccccc2)CC1
(40) Clc1nssc1=Nc1nncs1

Compound	33	34	35	36	37	38	39	40
TLR9-MyD88 block	-1	7	0	5	7	-1	-1	8
NCOA2 inhibitor	-23	21	0	-40	-2	-14	-9	22
NOD2-RIPK2 inh	-3	-19	-7	0	-9	-6	2	27*
NR2F2 inh	5	5	8	-34	3	5	21	3
LMP1 NFkB inh	-34	-9	-6	-15	-6	8	7	-8
NR5A2 inv ag	-9	-15	4	-63	-14	18	-6	-3
MC4R ag barr	-1.8	-1.2	0.9	0.7	-1.8	-0.6	-1.1	-3.3
MC4R antag cAMP	7	22	-1	-1	5	0	10	-10
SRC1 inh	-58	4	-10	-68	-5	-36	-19	-6
ABHD5 PLIN5 PPI	-8	-3	0	-9	4	-2	6	73*
SRC3 inh	-18	-4	-2	-60	12	18	-38	-3

(41) N#Cc1c(N2CCN(C(=O)c3ccco3)CC2)nc(-c2ccccc2)c2c1CCCC2
(42) O=C1CC(N2CCN(c3ccc(F)cc3)CC2)C(=O)N1c1ccc2c(c1)OCO2 (stereo not given)
(43) CC(NC(=O)C(=O)NN=C1CCCCCCCCCCC1)c1ccccc1 (stereo not given)
(44) Cc1ccc(NC(=O)c2cc(-c3ccccc3O)n[nH]2)cc1C

Compound	41	42	43	44
TLR9-MyD88 block	0	0	-1	-1
NCOA2 inhibitor	16	-8	-3	-22
NOD2-RIPK2 inh	1	1	6	0
NR2F2 inh	15	25	6	-25
LMP1 NFkB inh	1	-3	-9	-20
NR5A2 inv ag	18	-10	-13	-35
MC4R ag barr	2.1	-0.8	-1.1	4.3
MC4R antag cAMP	34*	6	-4	-3
SRC1 inh	-6	10	-2	-34
ABHD5 PLIN5 PPI	-2	4	-2	-6
SRC3 inh	16	-1	-21	-53

Not all compounds are listed; rates above refer to the full screens.
